# From PubChem
# CHRM1 PAM – positive allosteric modulators of human M1 muscarinic receptor; activation, % at 3 µM; P11229; CHO-K1 hM1, Fluo-8 calcium fluorescence, ACh EC20; 0% = ACh EC20, 100% = maximal ACh; 0.088% of 360,000 active; in the data active = activation above about 19%, passing the limit was not always enough
# CHRM4 PAM – CHRM4 positive allosteric modulation | activation, % at 3 µM | CHO-K1 hM4/Gqi5, Fluo-8 calcium fluorescence, ACh EC20; 0% = ACh EC20, 100% = maximal ACh | AID 624126 | 0.4% of 360,000 active;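 active = activation above its plate's cutoff, the mean activation of sample wells plus 3 SD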; also: some results filed as inactive read as strong as hits
# Target sequence (P08173 whole entry, looked up): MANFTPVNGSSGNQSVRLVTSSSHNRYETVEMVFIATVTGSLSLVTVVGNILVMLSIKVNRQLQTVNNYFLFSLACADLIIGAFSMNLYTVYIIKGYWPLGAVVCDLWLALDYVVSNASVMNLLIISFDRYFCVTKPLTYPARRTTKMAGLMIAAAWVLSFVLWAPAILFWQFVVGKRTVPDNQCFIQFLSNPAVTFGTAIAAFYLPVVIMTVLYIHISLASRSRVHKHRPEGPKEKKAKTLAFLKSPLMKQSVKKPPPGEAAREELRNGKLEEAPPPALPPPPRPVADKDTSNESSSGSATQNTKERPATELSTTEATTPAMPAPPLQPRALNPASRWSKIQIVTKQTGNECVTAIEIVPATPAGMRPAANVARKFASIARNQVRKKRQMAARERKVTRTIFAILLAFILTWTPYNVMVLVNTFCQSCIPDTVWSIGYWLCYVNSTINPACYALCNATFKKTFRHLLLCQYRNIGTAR
# CHRM4 antagonist – antagonists of human muscarinic M4 receptor (CHRM4). P08173. CHO-hM4 cells, ACh EC80, Fluo-8 calcium fluorescence. inhibition, % at 3 µM. 0.73% of 360,000 active. AID 624125;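 active = inhibition above its plate's cutoff, the mean inhibition of sample wells plus 3 SD, cut at about 27% in these data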;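 also: 0% = acetylcholine EC80 with DMSO and 100% = DMSO without agonist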
# CHRM1 antagonist – antagonists of human M1 muscarinic receptor. P11229. CHO-K1 hM1, Fluo-8 calcium fluorescence, ACh EC80 antagonist. inhibition, % at 3 µM. 1.3% of 360,000 active. AID 588852;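 active = percent inhibition above its own plate's cutoff, namely the mean of that plate's compound wells plus 3 SD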;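 also: peak over basal fluorescence ratio during 140 s after agonist addition; 0% = ACh EC80 plus DMSO and 100% = DMSO alone without agonist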
# M5 PAM – potentiates acetylcholine response at human M5 receptor; P08912; CHO-K1 hM5, Fluo-8 calcium, ACh EC20 PAM; 0% = ACh EC20, 100% = ACh EC100; activation, % at 3 µM; 0.3% of 360,000 active;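 active = activation above the run cutoff, the mean activation of all test compounds plus 3 SD, cut at about 18% in these data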
# Target sequence (P08912 whole entry, looked up): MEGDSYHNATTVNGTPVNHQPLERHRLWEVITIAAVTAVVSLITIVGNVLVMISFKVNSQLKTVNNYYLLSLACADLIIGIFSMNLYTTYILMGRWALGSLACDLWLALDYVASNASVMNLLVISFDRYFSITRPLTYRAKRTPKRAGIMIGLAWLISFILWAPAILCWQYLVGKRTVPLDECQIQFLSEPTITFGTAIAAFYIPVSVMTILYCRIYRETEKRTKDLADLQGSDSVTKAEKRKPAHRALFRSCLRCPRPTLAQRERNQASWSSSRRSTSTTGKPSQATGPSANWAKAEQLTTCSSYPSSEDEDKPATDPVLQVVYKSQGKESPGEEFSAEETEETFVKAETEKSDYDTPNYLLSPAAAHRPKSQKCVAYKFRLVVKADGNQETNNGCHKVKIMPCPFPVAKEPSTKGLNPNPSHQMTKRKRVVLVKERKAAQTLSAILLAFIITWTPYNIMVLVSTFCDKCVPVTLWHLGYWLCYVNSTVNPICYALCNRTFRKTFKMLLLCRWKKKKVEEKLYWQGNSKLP
#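 Test system: CHO-K1 hM5 cells / Doses: single-point, 3 µM nominal / Times: Post-acetylcholine fluorescence recording 140 s / Technique: Fluo-8 calcium fluorescence / Measure: Max/basal fluorescence ratio as % of EC20–EC100 ACh window / Benchmarks: low control EC20 acetylcholine (0%), high control EC100 acetylcholine (100%) / Replicates: one well per compound, no replicates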
# CRFR2-BP ag – agonists of human CRF-binding protein/CRF-R2 receptor complex. HEK293 CRF-R2/CRF-BP, calcium dye fluorescence (FLIPR); percent of saturating CRF peptide response. activation, % at 13.2 µM. 0.46% of 350,000 active;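 active = activation of at least 50%, plus an integration ratio under a set limit after plate pattern correction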;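 also: plate controls were neutral control wells without compound for no effect and CRF at EC100 for full effect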
# CHRM4 agonist – agonists of human muscarinic M4 receptor (CHRM4) | P08173 | CHO-K1 hM4/Gqi5, Fluo-8 calcium fluorescence; vehicle 0%, full acetylcholine response 100% | activation, % at 3 µM | 0.14% of 360,000 active;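 active = activation above the run mean over all test wells plus 3 SD, cut at about 32% in these data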;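 also: peak over basal fluorescence ratio per well then scaled between controls; 0% = DMSO wells and 100% = acetylcholine at EC100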
# M5 antag – CHRM5 antagonism in calcium assay | CHO-hM5 cells, Fluo-8 calcium fluorescence, ACh EC80 | inhibition, % at 3 µM | 0.59% of 360,000 active | P08912 | AID 624040;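 active = inhibition above a per-plate cutoff, the mean of that plate's test compounds plus 3 SD, cut at about 27% in these data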;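 also: 0% = acetylcholine EC80 with DMSO and 100% = DMSO without agonist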
# M5 ag – agonists of human muscarinic M5 receptor (CHRM5). CHO-K1 hM5 cells, Fluo-8 calcium fluorescence; 0% DMSO wells, 100% maximal acetylcholine response. activation, % at 3 µM. 0.19% of 360,000 active. AID 624037;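 active = activation above the run's mean over test compounds plus 3 SD, cut at about 23% in these data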;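 also: signal is peak over basal fluorescence ratio across the kinetic read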
# Active calls of the source: *; . = not tested or not shown.
Compound	CHRM1 PAM	CHRM4 PAM	CHRM4 antagonist	CHRM1 antagonist	M5 PAM	CRFR2-BP ag	CHRM4 agonist	M5 antag	M5 ag
CCSc1nnc(-c2cccnc2)n1Cc1ccco1	3	11	1	-3	-3	1.7	0	3	-1
CCC(CC)COC(=O)C1=C(C)NC(=O)NC1c1ccc(N(C)C)cc1 (stereo not given)	13	3	1	-19	1	-0.7	-2	9	-6
COc1ccccc1C(=O)N/N=C(\C)CC(=O)Nc1ccccn1	1	-2	1	6	10	-0.5	2	-16	0
COC(=O)N[C@H](CC(C)=O)c1cccc(C(F)(F)F)c1	10	12	4	-10	2	-2.4	1	-1	4
COc1ccc(S(=O)(=O)N2CCN(C(=O)c3cc4c(s3)CCC4)CC2)cc1	-4	3	-5	1	-15	-0.3	7	12	0
C[C@H](CO)N1C[C@H](C)[C@@H](CN(C)Cc2ccc(-c3ccccc3)cc2)Oc2c(NS(=O)(=O)c3ccccc3)cccc2C1=O	17	8	3	-3	-5	-0.8	4	15	1
CCc1ccc2nc(N(CCCN(C)C)C(=O)c3ccc(S(=O)(=O)N4CCCc5ccccc54)cc3)sc2c1	0	-3	4	1	-5	22	7	-4	-5
O=C(COC(=O)c1ccc(S(=O)(=O)N2CCCCCC2)cc1)Nc1ccccc1C(F)(F)F	15	-2	-6	-19	-7	1.5	0	9	-2
CC(C)=CC(=O)Nc1nnc(-c2ccccc2)s1	14	6	5	-12	7	1.8	1	-10	1
CCc1ccc(NC(=O)c2cc(C(C)C)on2)cc1	13	11	-5	-21	2	4.2	-2	-6	-4
O=C(c1ccc(CS(=O)c2cccc(Cl)c2)o1)N1CCCCCC1 (stereo not given)	-7	-11	7	1	-8	-0.3	8	12	3
Cc1cccc(Nc2nnc(SCC(=O)NCC3CCCO3)s2)c1 (stereo not given)	-5	-2	3	-1	10	-1.2	1	-1	-1
O=C(COC(=O)COc1ccc(Cl)cc1)NCc1cccs1	7	16	-6	-11	-6	1.1	2	4	-3
COc1ccc(CC(=O)N2CCN(c3ccccn3)CC2)cc1OC	1	4	-4	-15	4	-0.9	2	0	2
CC12CC3CC(C)(C1)CC(C(=O)N1CCCC1)(C3)C2	16	3	5	-6	2	1.1	-1	6	2
O=P(c1ccccc1)(c1ccccc1)C(O)c1ccncc1 (stereo not given)	2	-3	-8	-7	-4	1.0	0	-1	-1
OCCNc1nc(C2CC2)nc2c1nnn2Cc1ccccc1Cl	2	6	9	1	2	0.2	1	0	1
COc1ccccc1Nc1nc(C)cc(=O)[nH]1	1	-5	8	3	2	0.9	0	-6	1
Cc1nc(SCc2ccc(O)c([N+](=O)[O-])c2)n[nH]1	5	0	2	-2	-1	3.4	0	2	0
O=C(/C=C/c1ccccc1)Nc1nc(-c2ccncc2)cs1	11	9	5	-1	-6	1.3	10	9	-4
CC(C)COC(=O)N(C)C[C@@H]1OCc2cnnn2CCCC(=O)N([C@@H](C)CO)C[C@H]1C	1	3	-6	-3	7	-0.1	0	-10	1
CC(NC(=O)c1cc(S(=O)(=O)N2CCOCC2)cn1C)c1ccccc1 (stereo not given)	9	7	-8	-16	-4	-0.5	1	-1	1
CN1CCC(OC(=O)c2cc3cc(Cl)cc(Cl)c3oc2=O)CC1	-6	-5	3	14	-3	1.1	1	4	0
O=C(CCc1ccccc1)NNC(=O)c1cccc(F)c1	10	3	-1	-3	-1	-0.9	0	-1	-1
O=C(N/N=C/c1c(Nc2cccc(C(F)(F)F)c2)nc2ccccn2c1=O)c1ccccc1[N+](=O)[O-]	-1	1	-9	0	3	0.8	0	-4	3
CCCCCN(C(=O)CCC(=O)OCc1cccc(Cl)c1)c1c(N)n(CCCC)c(=O)[nH]c1=O	5	-3	3	-21	-1	0.5	0	8	1
CC(C)CN1CC(C)C(=O)N(c2ccccc2)C1=S (stereo not given)	4	-2	11	-3	-1	-0.4	0	12	1
Cc1n[nH]c(C)c1CCN(C)Cc1cn(C)nc1-c1ccccc1F	6	2	-7	-8	13	0.3	1	0	-3
C=CCNC(=S)NS(=O)(=O)c1cccs1	5	-6	4	-2	-4	0.6	0	10	-5
CCc1nc2ccc(C(=O)N(C)CCCN(C)C)cn2c1N(C)CCCc1ccccc1	-27	-11	1	32*	-13	.	1	9	-3
CC(Sc1nnc(C2CC2)n1C1CC1)C(=O)c1ccc(Br)cc1 (stereo not given)	11	-1	7	-7	3	-2.4	0	3	0
O=C(COC(=O)CNC(=O)c1ccccc1F)Nc1ccc2c(c1)OCO2	-2	5	-4	6	3	-3.9	1	4	6
COC(=O)C1CCN(C(=O)/C=C/c2ccc(OC)cc2)CC1	2	3	-6	-26	0	-2.0	0	-2	-4
CCOP(=O)(Nc1ccc2oc(=O)c3ccccc3c2c1)OCC	-3	-2	0	9	-1	-1.6	3	4	0
COc1ccc(-n2cnnc2SCC(=O)N(C)c2ccccc2)cc1	-2	-2	5	-1	-3	0.9	1	16	-5
C=C(C)Cn1c(SCC(=O)O)nnc1-c1ccc(C(C)(C)C)cc1	9	2	15	-9	3	-1.0	-1	-3	-1
CN(CC1COc2ccccc2O1)C(=O)Cn1cc(C(F)(F)F)ccc1=O (stereo not given)	6	16	-20	-6	0	1.2	9	-5	1
COCCNC(=O)COc1cccc2c1OC(C)(C)C2	10	7	-4	-6	-1	-0.5	1	8	0
CC1=C/C(=N\NC(=O)c2cccs2)CC(C)(C)C1	-5	0	-11	6	-3	-4.2	0	2	-1
O=C(/C=C/c1ccccc1)N1CCN(Cc2nc3ccccc3c(=O)[nH]2)CC1	5	5	-1	-2	0	-2.3	1	0	0

# Structures listed so far that have a furan ring, fused or not:
Compound	CHRM1 PAM	CHRM4 PAM	CHRM4 antagonist	CHRM1 antagonist	M5 PAM	CRFR2-BP ag	CHRM4 agonist	M5 antag	M5 ag
CCSc1nnc(-c2cccnc2)n1Cc1ccco1	3	11	1	-3	-3	1.7	0	3	-1
O=C(c1ccc(CS(=O)c2cccc(Cl)c2)o1)N1CCCCCC1 (stereo not given)	-7	-11	7	1	-8	-0.3	8	12	3

# (list continues)
Compound	CHRM1 PAM	CHRM4 PAM	CHRM4 antagonist	CHRM1 antagonist	M5 PAM	CRFR2-BP ag	CHRM4 agonist	M5 antag	M5 ag
CCN(Cc1ccccc1)C(c1ccccn1)c1nnnn1C(C)(C)CC (stereo not given)	7	4	9	-6	-12	1.0	-2	17	-4
C[C@H](CO)N1C[C@H](C)[C@@H](CN(C)S(=O)(=O)c2ccc(F)cc2)OCc2cnnn2CCCC1=O	5	7	-6	-11	1	7.9	0	-6	-1
CC(=O)COc1ccc2c(-c3ccccc3)cc(=O)oc2c1	11	4	8	-5	-11	0.4	-2	5	1
O=[N+]([O-])c1cc(S(=O)(=O)C(F)(F)F)ccc1N1CCN(c2ccccc2)CC1	0	-15	2	0	-11	14	7	12	-1
CCC1=NN2C(=N)/C(=C\c3cccn3-c3ccc(Br)cc3)C(=O)N=C2S1	15	-7	3	-12	-3	-1.4	1	-6	0
CCCc1nc2c(s1)CCc1onc(-c3ccc(OC)cc3)c1-2	-2	-6	-4	3	-4	1.1	-3	8	0
CC[N+](C)(C)CC/C=C1/c2ccccc2Sc2ccc(Cl)cc21	-24	-17	96*	100*	-35	-1.9	1	99*	-20
COc1cc(/C=C/C(=O)OCC(=O)N2CCCCCC2)cc(OC)c1OC	5	-5	3	-4	-4	-1.6	0	11	0
O=C(COC(=O)Cc1c[nH]c2ccccc12)Nc1ccccc1C(F)(F)F	0	-7	6	4	2	0.4	2	5	-1
Cc1nc(-c2nnc(SCC(=O)Nc3cc(Cl)cc(Cl)c3)n2C)cs1	0	-2	6	6	-8	-1.7	1	9	1
Cc1c(NS(=O)(=O)c2ccccc2)c(=O)n(-c2ccccc2)n1C	11	5	-10	-12	3	-2.5	2	-1	-8
COc1cnn(-c2cccc(C(F)(F)F)c2)c(=O)c1Cl	14	-3	7	-13	4	-0.4	0	-1	0
Cc1cc(Nc2ncc(Cl)cc2Cl)n(-c2ccccc2)n1	0	-2	-12	-4	-2	-2.5	-3	4	-6
O=C(CN1CCN(c2ccc(F)cc2)CC1)c1cccs1	-2	-3	-1	15	-2	3.3	1	8	-4
CC(C)(C)C1CCC(OCC(O)CN2CCN(Cc3ccccc3)CC2)CC1 (stereo not given)	0	1	-11	2	5	-1.1	6	2	-1
O=C(CN1C(=O)NC(c2ccccc2)(c2ccccc2)C1=O)NC1CCCCC1	11	7	4	-12	1	0.6	1	0	-2
CN1N=C(C(=O)N=c2sc3ccccc3n2C)CCC1=O	7	1	10	2	4	-1.3	0	4	-1
CC(=O)Nc1ccc(S(=O)(=O)NCC2CCC(C(=O)NCCCN(C)Cc3ccccc3)CC2)cc1 (stereo not given)	-4	-3	7	10	3	0.5	0	9	-8
COc1ccc(N(CC(=O)Nc2cccc(N(C)S(C)(=O)=O)c2)S(=O)(=O)c2ccc(C)cc2)cc1	9	-2	3	1	1	0.3	5	-1	-3
NC(=O)C1CCN(C(=O)c2ccc(F)c(S(=O)(=O)N3CCOCC3)c2)CC1	6	8	4	-10	4	-0.9	-1	14	0
CC12CC(NC(=O)N1c1cccc(C(=O)N3CCN(c4ccccc4F)CC3)c1)c1ccccc1O2 (stereo not given)	3	9	23	-1	-10	-0.7	6	1	-2
CCN1C(=O)C(=CC=CN(C)c2ccccc2)SC1=S	1	2	-15	0	0	103*	5	0	2
O=C(OCc1ccccc1)c1cccnc1Cl	7	0	8	0	3	-0.5	1	7	-6
O=C(c1ccccc1CCc1ccccc1)N1CCN(c2ccccn2)CC1	1	5	3	-1	-8	-1.7	3	4	-4
COc1ccc(OC)c(C2C(C#N)=C(N)Oc3c2c(C)nn3-c2cccc(Cl)c2)c1 (stereo not given)	5	-1	3	-7	0	1.4	2	4	6
CN(C)c1nnnn1-c1ccc(Cl)cc1	6	5	3	-6	8	-1.7	1	-6	2
CCOC(=O)Cc1nnc(NC(=O)COc2ccc(OC)cc2)s1	5	-3	12	-4	-5	-1.4	2	0	4
CCn1c(C)nc2cc(S(=O)(=O)Nc3ccc(C)cc3)ccc21	1	-12	-15	7	-20	1.7	16	12	-1
COC(=O)c1cncn1Cc1ccccc1	-2	-4	0	5	8	-2.3	2	6	-1
Cc1nc(SCc2ccc(Br)cc2)[nH]c(=O)c1C	-4	-7	3	-12	-5	-1.4	3	2	-1
COc1ccccc1C1=NOC(C)(c2nnc(Cc3ccccc3)o2)C1 (stereo not given)	5	3	-19	-4	2	-0.9	1	-8	0
COC(=O)Cc1ccc(NC(=S)NCc2cccc(OC)c2)cc1	9	-2	0	-2	-3	-3.1	2	13	-3
CC(C)C[C@@H](C(=O)NCc1ccco1)N1C(=O)N2CCc3c([nH]c4ccccc34)[C@@]2(C)C1=O	3	1	-16	-7	-4	-1.3	7	-3	1
Cc1cc(NC(=O)CSCC(=O)OCC(=O)Nc2cc(C)c(C)cc2[N+](=O)[O-])no1	8	0	2	-5	-7	0.1	1	12	-3
